Screens as filed in PubChem.
PhoP GFP inhibition: Inhibition of PhoP regulon, Salmonella typhi GFP reporter cells, confirmation, 4 h (AID 1850); Salmonella Typhi PhoP-promoter GFP reporter, fluorescence, 4 h; higher % means a stronger effect; inhibition, % at 50 µM; hits with a dose series show IC50 in µM; 0.33% of 310,000 active; in the data active = a potency from the dose series; inconclusive = inhibition mostly from about 25% at the one dose, without a potency; inactive = the rest, 99 in 100 with inhibition below about 19%;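 note: 0% = induced wells with vehicle and 100% = uninduced wells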
M. tuberculosis HTS: M. tuberculosis growth inhibition, HTS (AID 449762). 0.59% of 330,000 active. M. tuberculosis H37Rv growth inhibition, 7H9 media; higher % means a stronger effect. inhibition, % at 25 µM; hits with a dose series show IC50 in µM; in the data active = a potency from the dose series; inconclusive = inhibition above about 70% without an active follow-up result;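 note: bacterial growth assessed after seven days of incubation; strong numbers were not always called active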
VEEV TC-83 Vero: inhibitors of VEEV TC-83 cytopathic effect, confirmation, Vero cells (AID 588727); Vero cells, VEEV TC-83 cytopathic effect inhibition; higher % means a stronger effect; inhibition, % at 20 µM, or IC50 in µM where a hit was titrated; 0.13% of 350,000 active; in the data active = a potency from the dose series; inconclusive = inhibition mostly from about 14% at the one dose, without a potency; inactive = the rest, 99 in 100 with inhibition below about 12%; note: strong numbers were not always called active
H1N1 NS1A inhibition: NS1A inhibition, H1N1 influenza, cell based functional assay (AID 504329); 0.3% of 340,000 active; NS1A functional cell-based assay, percent inhibition; higher % means a stronger effect; inhibition, % at 12.5 µM; hits with a dose series show IC50 in µM; in the data active = a potency from the dose series; inconclusive = inhibition above about 27% without an active follow-up result; note: strong numbers were not always called active
M. tuberculosis: growth inhibition of non-replicating M. tuberculosis (AID 488890); Mycobacterium tuberculosis non-replicating, growth inhibition; higher % means a stronger effect; inhibition, % at 25 µM; hits with a dose series show IC50 in µM; 0.39% of 320,000 active; in the data active = a potency from the dose series; inconclusive = inhibition mostly from about 82% at the one dose, without a potency; inactive = the rest, 99 in 100 with inhibition below about 76%;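 note: plate controls were DMSO cells for no effect and high antibiotic wells for full effect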
VEEV TC-83 Vero 10K pilot screen: recorded beside VEEV TC-83 Vero, whose call it bears; inhibition, %; measured here: 10K pilot screen inhibition
* hit, by the source's call.

Results for CCCCn1c(N)c(N(CC(C)C)C(=O)C2CC(=O)N(c3ccccc3C(C)CC)C2)c(=O)[nH]c1=O (centres undefined) ?
PhoP GFP inhibition: -4%; M. tuberculosis HTS: -6%; VEEV TC-83 Vero: 4.5%; H1N1 NS1A inhibition: -4%; M. tuberculosis: -3%

Results for CC(NCCC1(Cc2ccccc2Cl)CCOC(C)(C)C1)c1cccs1 (centres undefined) ?
PhoP GFP inhibition: 6%; M. tuberculosis HTS: 9%; VEEV TC-83 Vero: inactive; H1N1 NS1A inhibition: -6%; M. tuberculosis: 47%

How did Cc1ccc(CC(=O)Nc2ccc(C(=O)N3CCCCC3)cc2)cc1 do in these assays?
PhoP GFP inhibition: -8%; M. tuberculosis HTS: 9%; VEEV TC-83 Vero: 0.3%; H1N1 NS1A inhibition: 2%; M. tuberculosis: 21%

How did COc1ccc(N2CC(C)Cn3c2nc2c3c(=O)n(Cc3ccccc3F)c(=O)n2C)c(OC)c1 (centres undefined) do in these assays?
PhoP GFP inhibition: 5%; M. tuberculosis HTS: -10%; VEEV TC-83 Vero: inactive; H1N1 NS1A inhibition: 5%; M. tuberculosis: 30%

What do the screens show for `Cc1cccc(-n2c(/C=C/c3ccccn3)nc3ccccc3c2=O)c1`?
PhoP GFP inhibition: -8%; M. tuberculosis HTS: -4%; VEEV TC-83 Vero: 8.3%; H1N1 NS1A inhibition: -15%; M. tuberculosis: 0%

How did Cc1ccc(C(=O)NNC(=O)c2cccc3ccccc23)cc1 do in these assays?
VEEV TC-83 Vero: 0.7%; H1N1 NS1A inhibition: -1%

What do the screens show for `O=C(Nn1c(Cc2cccs2)nc2ccccc2c1=O)c1cccs1`?
PhoP GFP inhibition: 14%; M. tuberculosis HTS: -2%; VEEV TC-83 Vero: inactive; H1N1 NS1A inhibition: -8%; M. tuberculosis: 1%

What do the screens show for `CCCn1c(Nc2ccc(Cl)cc2)nc2ccccc21`?
PhoP GFP inhibition: 0%; M. tuberculosis HTS: 3%; VEEV TC-83 Vero: 6.1%; H1N1 NS1A inhibition: -4%; M. tuberculosis: 13%

What do the screens show for `CN1CCCN(C(=O)COc2ccc(Br)cc2)CC1`?
PhoP GFP inhibition: -3%; M. tuberculosis HTS: 4%; VEEV TC-83 Vero: 1.7%; H1N1 NS1A inhibition: -14%; M. tuberculosis: -11%

How did O=C(Nc1cccnc1)C1CCC(CNS(=O)(=O)c2cccc3nsnc23)CC1 (centres undefined) do in these assays?
PhoP GFP inhibition: 8%; M. tuberculosis HTS: -12%; VEEV TC-83 Vero: 1.4%; H1N1 NS1A inhibition: -10%; M. tuberculosis: 6%

Results for COc1ccccc1Cn1c(=O)c2ccccc2n2c(SCC(=O)N3CCCCC3)nnc12 ?
PhoP GFP inhibition: -1%; M. tuberculosis HTS: 2%; VEEV TC-83 Vero: 0.0%; H1N1 NS1A inhibition: -10%; M. tuberculosis: 3%

What do the screens show for `COc1cccc(C(=O)OCC(=O)c2c[nH]c3ccccc23)c1OC`?
M. tuberculosis HTS: -10%; VEEV TC-83 Vero: 9.4%; H1N1 NS1A inhibition: 0%; M. tuberculosis: 28%

How did CCOC(=O)C1CCN(C(=O)c2c(-c3c(Cl)cccc3Cl)noc2C)CC1 do in these assays?
PhoP GFP inhibition: -12%; M. tuberculosis HTS: -7%; VEEV TC-83 Vero: 1.9%; H1N1 NS1A inhibition: -8%; M. tuberculosis: -7%

What do the screens show for `Cc1ccc(C)c(OCCC(=O)OCC(=O)Nc2cc(S(=O)(=O)N3CCCCC3)ccc2C)c1`?
M. tuberculosis HTS: 4%; VEEV TC-83 Vero: 0.9%; H1N1 NS1A inhibition: -16%; M. tuberculosis: 55%

How did CCOP(=O)(OCC)c1nc(-c2cccc3ccccc23)oc1N1CCCCC1 do in these assays?
PhoP GFP inhibition: -1%; M. tuberculosis HTS: 5%; VEEV TC-83 Vero: 2.6%; H1N1 NS1A inhibition: -27%; M. tuberculosis: 29%

What do the screens show for `C=CCn1c(SCc2ccc(C#N)cc2)nnc1-c1cccc(OC)c1`?
PhoP GFP inhibition: 7%; M. tuberculosis HTS: 2%; VEEV TC-83 Vero: 2.3%; H1N1 NS1A inhibition: -4%; M. tuberculosis: 22%

What do the screens show for `CCCCC(NC(=O)c1ccc(Cl)cc1)C(=O)O` (centres undefined)?
PhoP GFP inhibition: 5%; M. tuberculosis HTS: 6%; VEEV TC-83 Vero: 5.3%; H1N1 NS1A inhibition: 3%

How did O=c1cc(NCCc2ccccc2)c2ccccc2o1 do in these assays?
PhoP GFP inhibition: 8%; M. tuberculosis HTS: 4%; VEEV TC-83 Vero: 0.1%; H1N1 NS1A inhibition: -8%; M. tuberculosis: 29%

What do the screens show for `CCOC(=O)N1CCC(Nc2nc3ccccc3nc2NS(=O)(=O)c2ccc(Cl)cc2)CC1`?
PhoP GFP inhibition: 0%; M. tuberculosis HTS: 4%; VEEV TC-83 Vero: 0.8%; H1N1 NS1A inhibition: -4%; M. tuberculosis: 35%

Results for O=C(CN1CCCCC1)N/N=C/c1ccc(Cl)cc1 ?
PhoP GFP inhibition: -1%; M. tuberculosis HTS: -1%; VEEV TC-83 Vero: inactive; H1N1 NS1A inhibition: -3%; M. tuberculosis: -4%

Results for CCOc1cc(C(=O)N(CC)CC(=O)Nc2ccc3c(c2)OCCO3)ccc1OC ?
M. tuberculosis HTS: -6%; VEEV TC-83 Vero: 2.6%; H1N1 NS1A inhibition: -1%; M. tuberculosis: 13%

Results for Cc1ccc(C2c3c(oc4ccccc4c3=O)C(=O)N2c2nnc(C(C)C)s2)o1 (centres undefined) ?
PhoP GFP inhibition: -4%; M. tuberculosis HTS: -3%; VEEV TC-83 Vero: 0.2%; H1N1 NS1A inhibition: 1%; M. tuberculosis: 20%

Results for N#C/C(=C/c1cn(-c2ccccc2)nc1-c1cccc(OCc2ccccc2)c1)C(=O)NCCCn1ccnc1 ?
PhoP GFP inhibition: -1%; M. tuberculosis HTS: inconclusive; VEEV TC-83 Vero: 0.3%; H1N1 NS1A inhibition: -4%; M. tuberculosis: inconclusive; VEEV TC-83 Vero 10K pilot screen: 0.0

How did COc1ccccc1C(=O)NNc1ncc(C)s1 do in these assays?
PhoP GFP inhibition: -7%; M. tuberculosis HTS: 13%; VEEV TC-83 Vero: 2.0%; H1N1 NS1A inhibition: -1%; M. tuberculosis: 13%

Results for Clc1ccc(NC2=NCCCCC2)cc1 ?
PhoP GFP inhibition: 10%; M. tuberculosis HTS: 1%; VEEV TC-83 Vero: inactive; H1N1 NS1A inhibition: -106%; M. tuberculosis: 64%

How did O=C(CSc1cn(CCNC(=O)c2ccccc2)c2ccccc12)NCc1ccco1 do in these assays?
PhoP GFP inhibition: 6%; M. tuberculosis HTS: -3%; VEEV TC-83 Vero: 9.4%; H1N1 NS1A inhibition: -4%; M. tuberculosis: 40%

Results for C=CC[C@H](CC(=O)N(CCO)Cc1ccccc1)C(=O)N[C@H](COC(=O)[C@H](CC=C)CC(=O)OC(C)(C)C)Cc1c[nH]c2ccccc12 ?
M. tuberculosis HTS: 1%; VEEV TC-83 Vero: 5.5%; H1N1 NS1A inhibition: -17%; M. tuberculosis: 31%

How did COc1cc(C(=O)NC(=S)N2C[C@H]3C[C@H](C2)c2cccc(=O)n2C3)cc(OC)c1OC do in these assays?
PhoP GFP inhibition: -1%; M. tuberculosis HTS: -8%; VEEV TC-83 Vero: inactive; H1N1 NS1A inhibition: 3%; M. tuberculosis: 31%

What do the screens show for `NC(=O)NC(=O)C(Nc1ccc2c(c1)CCC2)c1ccccc1` (centres undefined)?
PhoP GFP inhibition: 4%; M. tuberculosis HTS: -1%; VEEV TC-83 Vero: 1.5%; H1N1 NS1A inhibition: 7%; M. tuberculosis: 10%

What do the screens show for `CCOC(=O)c1cc(C)sc1/N=C/C1=C(O)CCCC1=O`?
PhoP GFP inhibition: 2%; M. tuberculosis HTS: -9%; VEEV TC-83 Vero: 1.5%; H1N1 NS1A inhibition: 1%; M. tuberculosis: -15%

Results for CC1CCN(C(=O)CSc2nnc(Cc3cccn3C)n2CCc2ccccc2)CC1 ?
PhoP GFP inhibition: -5%; M. tuberculosis HTS: -15%; VEEV TC-83 Vero: 7.6%; H1N1 NS1A inhibition: 13%; M. tuberculosis: 37%

How did CN(CCC#N)S(=O)(=O)c1cc2c3c(c1)CCN3C(=O)CC2 do in these assays?
PhoP GFP inhibition: 3%; M. tuberculosis HTS: -1%; VEEV TC-83 Vero: 0.9%; H1N1 NS1A inhibition: -1%; M. tuberculosis: 5%

What do the screens show for `CC(=O)Oc1c(I)cc(I)cc1C(=O)Nc1ccc(Cl)cc1`?
PhoP GFP inhibition: -3%; M. tuberculosis HTS: 1%; VEEV TC-83 Vero: 1.9%; H1N1 NS1A inhibition: -12%; M. tuberculosis: inconclusive

What do the screens show for `Cn1c(=O)c(=O)n(C)c2cc(S(=O)(=O)N3CCc4ccccc43)ccc21`?
PhoP GFP inhibition: 23%; M. tuberculosis HTS: -4%; VEEV TC-83 Vero: inactive; H1N1 NS1A inhibition: -16%; M. tuberculosis: 3%

What do the screens show for `COc1ccccc1C(=O)N1CCN(Cc2nc(CC3CC3)no2)CC1`?
PhoP GFP inhibition: 5%; M. tuberculosis HTS: -5%; VEEV TC-83 Vero: 1.5%; H1N1 NS1A inhibition: -9%; M. tuberculosis: -5%

How did CC1CN(c2nc(-c3ccccc3)nc3ccccc23)CC(C)O1 (centres undefined) do in these assays?
PhoP GFP inhibition: 2%; M. tuberculosis HTS: inconclusive; VEEV TC-83 Vero: 7.1%; H1N1 NS1A inhibition: 11%; M. tuberculosis: 8%

What do the screens show for `COc1ccc(S(=O)(=O)N2CCC(C)CC2)cc1Br`?
PhoP GFP inhibition: 7%; M. tuberculosis HTS: -4%; VEEV TC-83 Vero: inactive; H1N1 NS1A inhibition: 13%; M. tuberculosis: 17%

How did COc1c([N+](=O)[O-])c(=O)n(-c2ccccc2)c2ccccc12 do in these assays?
PhoP GFP inhibition: 1%; M. tuberculosis HTS: 10%; VEEV TC-83 Vero: 0.1%; H1N1 NS1A inhibition: 22%; M. tuberculosis: 60%

Results for COc1ccc(-c2csc(NC(=O)c3nc(-c4ccccc4)oc3C)n2)cc1 ?
PhoP GFP inhibition: -7%; M. tuberculosis HTS: -1%; VEEV TC-83 Vero: 1.8%; H1N1 NS1A inhibition: -9%; M. tuberculosis: -1%

Results for CCCN1C2CCCC1CC(NC(=O)c1cccc([N+](=O)[O-])c1)C2 (centres undefined) ?
PhoP GFP inhibition: -1%; M. tuberculosis HTS: -1%; VEEV TC-83 Vero: inactive; H1N1 NS1A inhibition: 4%; M. tuberculosis: -7%

How did COc1cc(CN2CCNC(=O)C2CC(=O)N(C)CCC2CCOCC2)cc(OC)c1 (centres undefined) do in these assays?
PhoP GFP inhibition: -17%; M. tuberculosis HTS: -1%; VEEV TC-83 Vero: 0.4%; H1N1 NS1A inhibition: 8%; M. tuberculosis: 12%

Results for Cc1nnc(NC(=O)c2ccc(S(=O)(=O)N3CCOCC3)cc2)s1 ?
PhoP GFP inhibition: 13%; M. tuberculosis HTS: -8%; VEEV TC-83 Vero: inactive; H1N1 NS1A inhibition: -8%; M. tuberculosis: -17%

How did CCOC(=O)C(Cc1ccccc1)(NC(C)=O)C(=O)OCC do in these assays?
PhoP GFP inhibition: 3%; M. tuberculosis HTS: 7%; VEEV TC-83 Vero: inactive; H1N1 NS1A inhibition: 6%; M. tuberculosis: 1%

Fetched by compound from above (4):
What do the screens show for `CC(=O)Oc1c(I)cc(I)cc1C(=O)Nc1ccc(Cl)cc1`?
PhoP GFP inhibition: -3%; M. tuberculosis HTS: 1%; VEEV TC-83 Vero: 1.9%; H1N1 NS1A inhibition: -12%; M. tuberculosis: inconclusive

How did CCOC(=O)C(Cc1ccccc1)(NC(C)=O)C(=O)OCC do in these assays?
PhoP GFP inhibition: 3%; M. tuberculosis HTS: 7%; VEEV TC-83 Vero: inactive; H1N1 NS1A inhibition: 6%; M. tuberculosis: 1%

What do the screens show for `COc1ccccc1C(=O)N1CCN(Cc2nc(CC3CC3)no2)CC1`?
PhoP GFP inhibition: 5%; M. tuberculosis HTS: -5%; VEEV TC-83 Vero: 1.5%; H1N1 NS1A inhibition: -9%; M. tuberculosis: -5%

How did CC1CN(c2nc(-c3ccccc3)nc3ccccc23)CC(C)O1 (centres undefined) do in these assays?
PhoP GFP inhibition: 2%; M. tuberculosis HTS: inconclusive; VEEV TC-83 Vero: 7.1%; H1N1 NS1A inhibition: 11%; M. tuberculosis: 8%

Rows are unselected; any-hit rate near 1.5%.
